VLA-4 inh: inhibition in a human VLA-4 binding assay. VLA-4 expressing cells, ligand binding flow cytometry. inhibition, % (about 7 µM as worked out from the volumes in the protocol). actives 0.2% (n = 330,000). P13612; in the data active = inhibition above about 50%
AGP1-GFP MLPCN: modulators of TOR pathway AGP1-GFP in S. cerevisiae; S. cerevisiae AGP1-GFP multiplex flow cytometry, 3 h; GFP as percent of DMSO wells; GFP response vs DMSO, % at 10 µM; actives 0.02% (n = 320,000);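 active = GFP response relative to DMSO above a set limit, near screen average plus 3 SD, cut at about 150% in these data; inconclusive = fewer than 70 cells counted for the yeast strain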;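 also: median GFP channel fluorescence of the gated AGP1 strain per well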
CIT2 TOR yeast: alters CIT2-GFP fluorescence in TOR pathway yeast screen. GFP response vs DMSO, % at 10 µM. AID 2029. actives 0.065% (n = 320,000). S. cerevisiae CIT2-GFP strain, flow cytometry, 3 h; 100 means same as DMSO wells;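 active = GFP response relative to DMSO above a set limit, near the screen mean plus 3 SD, cut at about 150% in these data; inconclusive = Fewer than 70 cells measured for a yeast strain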;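 also: ratio of well median GFP fluorescence to mean of DMSO wells on the plate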
MEP2 TOR yeast: alters MEP2-GFP fluorescence in TOR pathway yeast screen. S. cerevisiae MEP2-GFP strain, flow cytometry GFP, 3 h; 100% = DMSO control level. GFP response vs DMSO, % at 10 µM. actives 0.51% (n = 330,000);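 active = GFP response versus DMSO above a set limit, roughly screen mean plus 3 SD, cut at about 180% in these data; inconclusive = fewer than 70 cells counted for a yeast strain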;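 also: median GFP fluorescence of the barcode-gated MEP2-GFP cells per well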
GRK2 inh: human GRK2 inhibition via aptamer displacement; AID 488847; bead flow cytometry, FAM-aptamer displacement from GRK2; inhibition of aptamer binding, % at 10 µM; P25098; actives 0.59% (n = 330,000);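 active = inhibition of aptamer binding above 40%, roughly 3 SD of noise, on plates passing a quality check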;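 also: median bead fluorescence of bound FAM aptamer so fluorescent compounds give negative values; no value below 0 was filed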
Target sequence (P25098 whole entry, looked up): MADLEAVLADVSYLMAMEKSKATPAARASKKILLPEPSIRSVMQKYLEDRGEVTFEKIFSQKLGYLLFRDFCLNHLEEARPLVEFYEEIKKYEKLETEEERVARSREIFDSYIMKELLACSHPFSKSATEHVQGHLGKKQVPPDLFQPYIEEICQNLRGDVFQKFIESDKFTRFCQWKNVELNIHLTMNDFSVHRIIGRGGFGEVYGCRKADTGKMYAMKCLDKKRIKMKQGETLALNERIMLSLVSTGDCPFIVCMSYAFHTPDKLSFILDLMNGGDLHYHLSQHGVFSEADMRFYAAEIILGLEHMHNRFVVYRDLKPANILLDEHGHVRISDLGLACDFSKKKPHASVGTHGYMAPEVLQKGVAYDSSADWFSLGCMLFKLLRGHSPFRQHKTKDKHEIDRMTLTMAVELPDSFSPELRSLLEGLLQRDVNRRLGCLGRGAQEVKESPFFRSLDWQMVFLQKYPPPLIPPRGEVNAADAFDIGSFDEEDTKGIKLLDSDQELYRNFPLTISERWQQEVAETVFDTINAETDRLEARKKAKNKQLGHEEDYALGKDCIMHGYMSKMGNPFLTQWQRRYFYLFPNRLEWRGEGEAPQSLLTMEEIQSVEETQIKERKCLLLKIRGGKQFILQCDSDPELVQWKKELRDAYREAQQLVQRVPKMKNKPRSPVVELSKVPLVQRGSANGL
GASC-1 inh: human JMJD2C demethylase inhibition | Q9H3R0 | GST-JMJD2C(1-420) H3K9me3 demethylation, DELFIA europium | inhibition, % at 2.35 µM | actives 0.069% (n = 330,000) | AID 2099;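 active = more than half of a compound's replicate wells show inhibition beyond 50%, single wells judged on their own value; inconclusive = some, but no more than half, of replicates pass 50% inhibition; inactive = no replicate passes 50% inhibition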;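 also: signal counts dimethyl H3K9 product captured on neutravidin plate; 0% = median of DMSO wells and 100% = 0.3 times that DMSO median; strong numbers were not always called active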
LAP4-GFP MLPCN: yeast TOR pathway LAP4-GFP modulation; S. cerevisiae LAP4-GFP multiplex, flow cytometry GFP, 3 h; median GFP as percent of DMSO wells; GFP response vs DMSO, % at 10 µM; actives 0.34% (n = 320,000);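 active = GFP response vs DMSO above a set limit, about the screen mean plus 3 SD, cut at about 150% in these data; inconclusive = under 70 cell events counted for the yeast strain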
RPL19A TOR yeast: modulators of TOR pathway RPL19A-GFP in S. cerevisiae; S. cerevisiae RPL19A-GFP strain, flow cytometry, 3 h; stronger effect = lower value; percent response vs DMSO, % at 10 µM; actives 0.3% (n = 330,000); AID 2025;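 active = percent response vs DMSO below 50%; inconclusive = fewer than 70 events counted for the yeast strain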;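 also: median channel GFP fluorescence of the barcoded RPL19A-GFP strain; ratio of sample median GFP to plate DMSO average so 100% = DMSO; lower means less RPL19A-GFP as with rapamycin TOR inhibition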
Starred values were filed as active, the others as inactive; ? = inconclusive; / = not tested or not shown; & = joins results of further samples.

no.	smiles	VLA-4 inh	AGP1-GFP MLPCN	CIT2 TOR yeast	MEP2 TOR yeast	GRK2 inh	GASC-1 inh	LAP4-GFP MLPCN	RPL19A TOR yeast
1	OCCCNc1c2c(nc3cc(-c4ccc(Cl)cc4)nn13)CCC2	-12	96	94	97	0	-46	100	103
2	CC(=O)c1ccc(N2CCN(C(=O)c3ccc4c(=O)n(-c5ccccc5)c(=O)[nH]c4c3)CC2)cc1	-18	102	89	105	0	0&-11	97	100
3	O=C(CN1CCN(c2ccc(F)cc2)CC1)NCc1cccs1	-9	94	100	91	3	-10	87	95
4	CC(C)c1ccccc1NC(=O)COC(=O)c1cc(=O)[nH]c(=O)[nH]1	-3	104	102	110	0	0	86	114
5	COc1ccc(CN2CCC(n3nccc3NC(=O)C3CCCC3)CC2)cc1	-3	80	86	92	0	4	79	98
6	Nc1cc(OCC(F)(F)F)cc([N+](=O)[O-])c1	-49	90	97	101	0	-2	92	100
7	O=C(CN1CCCC1)Nc1c(C(=O)C2CC2)oc2ccccc12	12	113	102	107	2	-3	108	102
8	CCC(Sc1nnc(-c2ccco2)n1C)C(=O)Nc1nnc(C)s1 (centres undefined)	13	102	106	99	0	-11	93	102
9	CCN(CC(=O)NC1CCS(=O)(=O)C1)S(=O)(=O)c1ccc(C)cc1C (centres undefined)	-2	97	101	110	0	-11	93	101
10	CN1N=C(C(=O)N2CCN(c3ccc([N+](=O)[O-])cc3)CC2)CCC1=O	39	100	100	99	0	-2	90	100
11	Cc1ccc(C(=O)NNC(=O)c2ccc(NS(=O)(=O)c3cccs3)cc2)s1	4	103	94	106	3	0	97	107
12	Cn1c(SCC#N)nc2ccccc2c1=O	-6	102	96	99	0	1	113	96
13	CC(C)(O)[C@H](O)COc1c2ccoc2cc2oc(=O)ccc12	-2	92	89	93	1	1	88	94
14	Cc1ccc(-n2nc3c(c2NC(=O)c2cccs2)CS(=O)(=O)C3)c(C)c1	1	97	99	100	1	-11	98	97
15	O=C(Nc1ccc(Oc2ccc(NC(=O)Nc3ccc([N+](=O)[O-])cc3)cc2)cc1)Nc1ccc([N+](=O)[O-])cc1	-16	96	100	84	0	1	93	101
16	COc1ccc(/C=N/n2c(-c3cc(C)[nH]n3)n[nH]c2=S)cc1OC	21	109	93	101	0	6	112	96
17	O=C(CNc1cc(S(=O)(=O)N2CCOCC2)ccc1N1CCCC1)N1CCc2ccccc21	5	98	95	102	1	1	103	97
18	COCc1ccc(CN2CCCC(C(=O)Nc3ccccc3-c3ccc(OC)cc3)C2)o1 (centres undefined)	6	116	100	100	0	0	106	102
19	Cc1cccc(-c2nnc(SCC(=O)N3CCOCC3)o2)c1	4	102	108	104	1	-8	96	106
20	CC1Cc2ccccc2N1C(=S)NC(=O)c1ccc(Cl)cc1Cl (centres undefined)	-8	93	91	96	2	5	95	99
21	O=Cc1c(Sc2ccccn2)nc2ccccn2c1=O	6	95	100	107	4	6	96	101
22	Cc1ccccc1NS(=O)(=O)c1cc(C(=O)Nc2cccnc2)ccc1C	8	108	104	100	0	9	100	103
23	CCOC(=O)c1[nH]c2cc(OC)c(OC)cc2c1NC(=O)c1ccc2c(c1)OCO2	-3	98	/	96	0	3	98	101
24	COc1ccc(CN(CC(=O)NCC2CCCO2)C(=O)CCC(=O)Nc2cc(C)on2)cc1 (centres undefined)	-3	104	101	105	0	1&-56	99	100
25	O=C(CCS(=O)(=O)c1ccc(Br)cc1)N1CCN(c2ccccc2F)CC1	-3	93	87	93	5	1	99	96
26	COc1cc(CN2CCN(c3ccc(C)cc3)CC2)cc([N+](=O)[O-])c1O	7	107	125	104	0	-4	95	/
27	Cc1ccc(NC(=O)c2cc3c(CO)cnc(C)c3oc2=Nc2cccc(C(N)=O)c2)cc1	-8	105	98	134	0	0	/	100
28	CCCCC(=O)N1CCN(c2nc3ccc(F)cc3s2)CC1	10	96	93	100	1	6	109	99
29	C[C@]12C=CC(=O)C=C1CC[C@@H]1C2[C@@H](O)C[C@@]2(C)C1CC[C@]2(O)C(=O)COC(=O)CCC(=O)O (some centres undefined)	11	89	99	105	0	21	88	102
30	CCN1C(=O)N[C@H](c2ccc(Br)cc2)C(C(=O)OC)=C1C	15	90	113	92	0	0	133	97

(cont.)
no.	smiles	VLA-4 inh	AGP1-GFP MLPCN	CIT2 TOR yeast	MEP2 TOR yeast	GRK2 inh	GASC-1 inh	LAP4-GFP MLPCN	RPL19A TOR yeast
31	O=C(COCC(=O)NCc1ccccc1)NCc1ccccc1	2	101	102	93	3	8	101	94
32	CCCNC(=S)N1CCC(C(=O)c2ccc3c(c2)OCCO3)CC1	14	96	77	106	0	-15	114	95
33	COc1ccc(/C=C/C(=O)c2ccc(Cl)s2)cc1O	5	87	73	91	11	6	130	93
34	CC(C)(CNC(=O)c1ccc(Cl)c(S(=O)(=O)N2CCc3ccccc3C2)c1)N1CCOCC1	-2	103	86	98	0	4	102	95
35	CSc1cc(-c2ccccc2)n(C)c(=O)c1C#N	2	89	84	90	0	2	99	97
36	C/C(CC(=O)Nc1ccccc1Br)=N\NC(=O)C(=O)N1CCCC1	22	112	106	107	1	-12	96	99
37	c1ccc(CNc2nc(-c3ccccc3)nc3ccccc23)cc1	12	124	101	108	13	1	88	100
38	CN(C)c1ccc(CNC(=O)C2CCN(S(=O)(=O)c3ccc4c(c3)CCC(=O)N4)CC2)cc1	11	103	100	98	4	8	96	99
39	Cc1cccc(NC(=O)Cn2c(/C=C/c3ccccc3)nc3ccccc32)c1	-1	109	111	107	0	11	95	105
40	CCn1c(Cc2ccc(OC)cc2)nnc1SCc1nc2ccccc2c(=O)[nH]1	7	106	110	99	4	25	101	103
41	CCN(CC)C(=O)[C@H]1CC(CC(=O)NCC23CC4CC(CC(C4)C2)C3)C(=O)N2CCc3c([nH]c4ccccc34)[C@]12C (some centres undefined)	7	94	83	98	0	/	95	96
42	CCOC(=O)Nc1ccc2c(CN(C)Cc3ccc(F)cc3)cc(=O)oc2c1	11	97	101	101	0	1	93	95
43	CCOC(=O)NC(Nc1ccc(OC)cc1)(C(F)(F)F)C(F)(F)F	4	93	96	103	1	8	93	99
44	CCOc1cc(-c2ccc(N)c(OCC)c2)ccc1N	-6	103	107	110	0	-13	104	102
45	Cc1ccccc1C(=O)Oc1ccccc1N1C(=O)C2CC=CCC2C1=O (centres undefined)	-7	110	100	100	0	16	98	102
46	COc1ccc(CCNC(=O)c2ccccc2NC(=O)C2=C(C)OCCS2)cc1OC	-1	89	98	96	1	20	98	92
47	O=C(COc1ccc(Br)cc1F)N1CCN(c2ncccn2)CC1	5	97	/	96	3	-16	94	98
48	O=C(/C=C/Nc1ccc([N+](=O)[O-])cc1)c1ccc(Br)cc1	8	89	95	106	46*	-2	96	95
49	O=C(c1cccs1)N1C(=O)c2cccc3cccc1c23	-1	97	103	95	12	-23	95	96
50	Cc1ccc(-n2nc(C)c3c(C)onc3c2=O)cc1	5	90	85	99	0	/	109	98
51	N=C(c1cccc([N+](=O)[O-])c1)N1CCCCC1	2	96	103	101	3	5	95	102
52	O=C1Nc2ccccc2C1(O)Cc1ccncc1 (centres undefined)	0	98	97	103	2	?	93	95
53	COc1ccc(NC(=O)CN(C)CC(=O)Nc2ccc(C)c(S(=O)(=O)N3CCCCC3)c2)cc1	-17	95	96	99	0	-1	96	94
54	CCNc1nc(Oc2ccc(=O)n(-c3ccccc3)n2)nc(N(C)C)n1	5	/	113	140	0	-4	98	71
55	Cc1c(CC(=O)NCC(=O)NCC(=O)O)c(=O)oc2c(C)c3oc4c(c3cc12)CCCC4	8	105	97	105	0	0	101	106

Among those listed so far, these contain fluorine.
no.	smiles	VLA-4 inh	AGP1-GFP MLPCN	CIT2 TOR yeast	MEP2 TOR yeast	GRK2 inh	GASC-1 inh	LAP4-GFP MLPCN	RPL19A TOR yeast
3	O=C(CN1CCN(c2ccc(F)cc2)CC1)NCc1cccs1	-9	94	100	91	3	-10	87	95
6	Nc1cc(OCC(F)(F)F)cc([N+](=O)[O-])c1	-49	90	97	101	0	-2	92	100
25	O=C(CCS(=O)(=O)c1ccc(Br)cc1)N1CCN(c2ccccc2F)CC1	-3	93	87	93	5	1	99	96
28	CCCCC(=O)N1CCN(c2nc3ccc(F)cc3s2)CC1	10	96	93	100	1	6	109	99
42	CCOC(=O)Nc1ccc2c(CN(C)Cc3ccc(F)cc3)cc(=O)oc2c1	11	97	101	101	0	1	93	95
43	CCOC(=O)NC(Nc1ccc(OC)cc1)(C(F)(F)F)C(F)(F)F	4	93	96	103	1	8	93	99
47	O=C(COc1ccc(Br)cc1F)N1CCN(c2ncccn2)CC1	5	97	/	96	3	-16	94	98

Screening results as filed in PubChem BioAssay.

Not a hit list. About 1.7% of those tested had a hit in this group.
